STAT3 activator: STAT3 signaling activation | U3A cells, IL-6 STAT3-luciferase reporter, luminescence; 100% = signal with IL-6 EC80 alone | activation (% of control), % at 5.6 µM | 0.91% of 190,000 active | AID 871;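 active = activation above the screen-wide mean of compound activation plus 3 SD, cut at about 130% in these data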;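 also: 0% = background luminescence of wells with medium and substrate only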
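Material: STAT3-luciferase reporter U3A cells. Controls: IL-6-treated wells, 100% activation. Read-out: % activation versus median of IL-6-stimulated wells. Probe or stimulus: IL-6 stimulus at 33 ng/mL final. Timing: compound 1 h, then IL-6 6 h at 37 °C. Signal: reporter luminescence signal.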
STAT3 inh: STAT3 signaling inhibition; U3A cells, IL-6 STAT3-luciferase reporter, luminescence; host cell line lacks STAT1; inhibition, % at 5.5 µM; 0.89% of 190,000 active;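 active = inhibition above the mean inhibition across all screened compounds plus 3 SD, cut at about 44% in these data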;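 also: 0% = DMSO only wells and 100% = 100 µM nifuroxazide control wells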
RAM network inh: inhibitors of the yeast RAM network; inhibition, % at 50 µM; AID 868; S. cerevisiae dse1pr::URA3 reporter, 5-FOA growth OD615, 2 d; analog-sensitive cbk1-as2 kinase mutant strain; 1.8% of 190,000 active;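 active = inhibition above a set limit, 3 SD over mean compound inhibition, cut at about 8.4% in these data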;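 also: 0% = DMSO-only wells with no growth and 100% = 10 µM 1-NA-PP1 full growth; inhibition rescues growth on 5-FOA so higher OD means more RAM inhibition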
FLuc inhib CS: counter-screen for luciferase assay inhibitors: firefly luciferase inhibition; P08659; ATPLite firefly luciferase biochemical luminescence, 10 min; inhibition, % at 10 µM; 1.5% of 200,000 active; AID 1006;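 active = inhibition above about 50% when tested at 10 µM, limit read from the data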
Target sequence (P08659 whole entry, looked up): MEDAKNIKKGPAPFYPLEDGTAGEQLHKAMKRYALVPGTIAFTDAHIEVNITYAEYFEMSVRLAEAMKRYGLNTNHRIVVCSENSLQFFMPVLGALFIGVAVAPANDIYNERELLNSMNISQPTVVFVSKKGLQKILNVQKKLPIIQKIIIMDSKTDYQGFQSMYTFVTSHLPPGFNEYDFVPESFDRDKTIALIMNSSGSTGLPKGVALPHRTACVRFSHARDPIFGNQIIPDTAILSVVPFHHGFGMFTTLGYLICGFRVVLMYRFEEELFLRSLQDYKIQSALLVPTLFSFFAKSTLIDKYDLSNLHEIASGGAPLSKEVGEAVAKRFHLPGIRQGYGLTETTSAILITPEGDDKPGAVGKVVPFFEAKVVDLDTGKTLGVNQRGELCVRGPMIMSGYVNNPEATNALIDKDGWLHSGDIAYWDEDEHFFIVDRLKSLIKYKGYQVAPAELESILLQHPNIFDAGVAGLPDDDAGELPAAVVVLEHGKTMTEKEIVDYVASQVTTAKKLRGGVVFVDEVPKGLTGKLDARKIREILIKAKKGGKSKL
Hsp70 act: switches on Hsp70 transcription. activation, % at 10 µM. 0.04% of 200,000 active. HeLa Hsp70 promoter luciferase reporter, luminescence; scaled: vehicle 0, proteasome-inhibitor control 100%;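 active = activation above the mean across all tested compounds plus 3 SD, cutoff set per campaign, cut at about 5.5% in these data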;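 also: 100% = MG132 at 30 µM as the positive control and 0% = DMSO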
APP 5'UTR act: APP 5'UTR luciferase reporter activation. SH-SY5Y APP 5'UTR luciferase reporter, luminescence; zero percent = DMSO vehicle wells. activation, % at 2 µM. 1% of 190,000 active. AID 1276;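 active = activation above a set limit, based on mean plus 3 SD of controls, cut at about 140% in these data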; also: values of inactives mirror those of a sister screen read the other way
STAT1 inh: STAT1 signaling inhibition | NIH 3T3 STAT1-luciferase reporter, IFN-gamma, luminescence | inhibition, % at 5.5 µM | 0.35% of 200,000 active | AID 920;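 active = inhibition above a set limit, the mean inhibition across all tested compounds plus 3 SD, cut at about 34% in these data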;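 also: 0% = IFN-gamma with DMSO and 100% = IFN-gamma with 300 µM nifuroxazide; values of inactives mirror those of a sister screen read the other way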
NF-kB expr up: raises NF-kB expression in human neuronal cells | NF-kB reporter expression; active compounds read high | fold change at 12.5 µM | 1.6% of 190,000 active; in the data active = fold change above about 3.3
APP transl inh: APP translation inhibition. SH-SY5Y APP 5'UTR-luciferase reporter, luminescence. inhibition, % at 2 µM. 0.82% of 190,000 active. AID 1285;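 active = inhibition above a set limit, derived from the sample mean plus 3 SD, cut at about 45% in these data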; also: values of inactives mirror those of a sister screen read the other way
STAT1 activator: increases IFN-gamma driven STAT1 reporter signal. NIH 3T3 STAT1-luciferase reporter, luminescence; 100% = IFN-gamma alone, no compound. activation (% of control), % at 5.5 µM. 2.6% of 200,000 active;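 active = activation above the screen-wide mean activation plus 3 SD, cut at about 130% in these data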;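 also: raw ratio to IFN-gamma control signal so 100% means no change and 0% no light; values of inactives mirror those of a sister screen read the other way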
The depositor's hits bear a star; x = not tested or not shown.

SMILES	STAT3 activator	STAT3 inh	RAM network inh	FLuc inhib CS	Hsp70 act	APP 5'UTR act	STAT1 inh	NF-kB expr up	APP transl inh	STAT1 activator
O=C(/C=C/Nc1ccccc1Oc1ccccc1)c1ccco1	100	10	5.1	-2	-0.3	1	-13	1	-1	112
O=C1c2cccnc2Nc2ccccc2N1CCCF	110	-6	1.8	4	0.2	-2	1	1.2	2	100
CCc1ccc(CNCc2ccc(OCC(O)CN(C)Cc3ccccc3)cc2)nc1 (stereo not drawn)	100	6	-0.5	-6	-0.1	2	14	0.67	-2	86
COc1ccc(NC(=O)c2cc(C)on2)cc1	101	8	1.5	20	-0.2	73	-27	2.1	-73	123
C/C(=N\NS(=O)(=O)c1ccccc1)c1ccccc1	101	3	0.1	-5	-0.3	11	-3	1.1	-10	102
Cn1c(SCC(=O)NCc2cccs2)nnc1-c1cccs1	96	9	0.0	-8	-0.3	16	5	1.2	-16	95
O=C(Nc1ccccc1OC(F)(F)F)c1ccc([N+](=O)[O-])cc1	97	6	2.7	-1	-0.2	24	-4	1	-24	102
Cc1ccc(-c2nnc3sc(-c4ccc5c(c4)OCCO5)nn23)cc1	96	7	x	x	0.1	16	0	x	-16	97
CNC(=S)NN(C)c1nc(C)cc(C)n1	96	8	3.3	4	-0.4	-5	0	1.2	5	100
O=[N+]([O-])c1ccccc1N/N=C1\CCc2ccccc21	125	-23	3.2	3	0.0	120	-32	1.9	-120	127
COc1ccc(NC(=O)c2ccc(OC)cc2)cc1	81	29	4.1	63*	0.7	108	-42	4.3*	-108	140*
CN(C(=O)c1cccc(C#N)c1)c1nnc(-c2cnccn2)s1	89	14	1.4	-1	-0.1	10	-8	1.5	-10	107
COC(=O)[C@@]1(Cc2ccc(OC)cc2)[C@H]2c3cc(C(=O)N(C)C)n(CCSCCO)c3C[C@H]2CN1C(=O)c1ccccc1	95	4	1.9	-2	-0.4	8	7	1.1	-8	94
CCN(CC)C(=O)CN1C(=O)C2(NC(=O)c3ccccc3N2)c2ccccc21 (stereo not drawn)	x	x	1.2	-10	-0.2	-2	-3	1.3	2	101
Brc1ccc(CSc2ccc3nnc(-c4ccccn4)n3n2)cc1	107	3	9.9*	-5	-0.2	0	11	0.81	0	89
S=c1nc(-c2sccc2OCc2ccc(Cl)cc2Cl)[nH][nH]1	102	4	4.8	-7	-0.1	41	4	1.2	-41	95
CNC(=O)CSc1nnc(-c2cccc(S(=O)(=O)N3CCOCC3)c2)n1-c1ccc(F)cc1	103	1	0.0	-3	0.0	20	-1	1.1	-20	101
Cc1cc(C)c(NC(=O)C(C)Sc2nnc(-c3ccco3)n2-c2ccccc2)c(C)c1 (stereo not drawn)	93	14	1.6	-6	-0.3	10	4	0.99	-10	96
CCc1cccc(NC(=O)c2cc(OC)c(OC)c(OC)c2)c1	94	9	1.5	-5	0.1	0	0	0.82	0	100
CN=c1scc(C)n1/N=C/c1ccc(O)cc1O	52	61*	1.6	81*	-0.7	156*	56*	3.8*	-156	49
Cc1cc(C)c(NC(=O)COC(=O)c2ccc([N+](=O)[O-])s2)c(C)c1	96	7	2.6	3	-0.3	12	8	1.1	-12	92
COc1ccc(-c2csc(N(CC3CCCO3)C(=O)c3cccs3)n2)cc1 (stereo not drawn)	101	2	6.5	-5	-0.4	-6	-5	0.9	6	104
O=C(CN1CCC(n2nnc3cc(C(F)(F)F)ccc32)CC1)NCc1cccs1	103	1	1.1	-6	-0.3	19	10	1.7	-19	89
O=c1ccn(Cc2ccccc2Cl)cc1	94	10	0.1	-6	-0.1	5	5	0.98	-5	95
O=c1[nH]c(NCCO)nc2c1C1(CCCC1)Cc1ccccc1-2	96	9	0.7	-10	-0.3	2	5	1	-2	96
Cc1ccc(-n2c(=O)c3sccc3n(Cc3cc(=O)n4cc(Cl)ccc4n3)c2=O)cc1F	108	-6	2.2	-3	-0.2	-8	6	0.97	8	95
COc1ccc(C2CC(c3ccccc3)=NN2C(=O)COC(=O)c2cccnc2)cc1 (stereo not drawn)	83	23	-0.6	-4	-0.2	9	-5	1.6	-9	104
Cc1ccc(NCc2nnc(SCC(=O)c3ccccc3)o2)c(C)c1	103	6	0.4	-7	0.0	15	2	1.6	-15	99
C=CCn1c(=O)c2ccccc2n2c(SCC(=O)/C(C#N)=C(\C)N)nnc12	105	0	4.2	-4	0.0	3	1	0.95	-3	99
COCc1nc(-c2cc(OC)c(OC)c(OC)c2)no1	92	16	0.7	-3	0.3	-4	7	1.2	4	94
N=c1n(CCc2ccccc2)c2ccccc2n1Cc1ccccc1F	99	0	1.6	5	-0.1	-21	12	0.61	21	90
CN(C)CCNc1ncnc2c1cnn2-c1ccc(Cl)cc1	105	3	0.1	10	0.1	92	-19	2.3	-92	118
CC(=O)OC(C(=O)N1CCOCC1)c1c(F)cccc1F (stereo not drawn)	97	9	-0.5	1	-0.3	7	3	1.1	-7	96
Cc1c(C(=O)NC(Cc2ccccc2)c2nc3ccccc3[nH]2)cccc1[N+](=O)[O-] (stereo not drawn)	99	5	1.4	-8	-0.3	-9	-5	0.99	8	105
CCNC(=S)/N=C(\N)Nc1nc(C)c2cc(C)ccc2n1	127	-16	-1.1	15	0.1	66	-91	2	-66	182*
COc1cccc(N=C2SC(C(=O)Nc3ccc(F)cc3)CC(=O)N2C)c1 (stereo not drawn)	99	6	0.5	-5	-0.1	-3	-1	0.7	3	101

Exported with bars between the fields: 11 of the compounds above.
mol | STAT3 activator | STAT3 inh | RAM network inh | FLuc inhib CS | Hsp70 act | APP 5'UTR act | STAT1 inh | NF-kB expr up | APP transl inh | STAT1 activator
O=C(/C=C/Nc1ccccc1Oc1ccccc1)c1ccco1 | 100 | 10 | 5.1 | -2 | -0.3 | 1 | -13 | 1 | -1 | 112
O=C1c2cccnc2Nc2ccccc2N1CCCF | 110 | -6 | 1.8 | 4 | 0.2 | -2 | 1 | 1.2 | 2 | 100
CCc1ccc(CNCc2ccc(OCC(O)CN(C)Cc3ccccc3)cc2)nc1 (stereo not drawn) | 100 | 6 | -0.5 | -6 | -0.1 | 2 | 14 | 0.67 | -2 | 86
COc1ccc(NC(=O)c2cc(C)on2)cc1 | 101 | 8 | 1.5 | 20 | -0.2 | 73 | -27 | 2.1 | -73 | 123
C/C(=N\NS(=O)(=O)c1ccccc1)c1ccccc1 | 101 | 3 | 0.1 | -5 | -0.3 | 11 | -3 | 1.1 | -10 | 102
Cn1c(SCC(=O)NCc2cccs2)nnc1-c1cccs1 | 96 | 9 | 0.0 | -8 | -0.3 | 16 | 5 | 1.2 | -16 | 95
O=C(Nc1ccccc1OC(F)(F)F)c1ccc([N+](=O)[O-])cc1 | 97 | 6 | 2.7 | -1 | -0.2 | 24 | -4 | 1 | -24 | 102
Cc1ccc(-c2nnc3sc(-c4ccc5c(c4)OCCO5)nn23)cc1 | 96 | 7 | x | x | 0.1 | 16 | 0 | x | -16 | 97
CNC(=S)NN(C)c1nc(C)cc(C)n1 | 96 | 8 | 3.3 | 4 | -0.4 | -5 | 0 | 1.2 | 5 | 100
O=[N+]([O-])c1ccccc1N/N=C1\CCc2ccccc21 | 125 | -23 | 3.2 | 3 | 0.0 | 120 | -32 | 1.9 | -120 | 127
COc1ccc(NC(=O)c2ccc(OC)cc2)cc1 | 81 | 29 | 4.1 | 63* | 0.7 | 108 | -42 | 4.3* | -108 | 140*

(next part)
SMILES	STAT3 activator	STAT3 inh	RAM network inh	FLuc inhib CS	Hsp70 act	APP 5'UTR act	STAT1 inh	NF-kB expr up	APP transl inh	STAT1 activator
Cc1cc(Oc2ccc(-c3nnc(-c4ccccc4)o3)cc2[N+](=O)[O-])ccc1Cl	95	5	1.2	-8	-0.3	-22	13	1.2	22	89
CCc1c(C(=O)N/N=C/c2ccc(C)o2)csc1C	92	13	-1.4	3	-0.5	6	5	1.2	-6	91
O=C(COc1cccc2c1CCN(Cc1ccc(Br)cc1)C2=O)NCc1ccco1	102	-4	-2.0	2	-0.3	1	2	1	-1	98
COc1ccc2[nH]c3c(=O)n(CCCCC(=O)NCCN4CCCC4)c(=S)[nH]c3c2c1	99	5	-0.1	2	0.0	0	5	1.1	0	95
CC1(C)CN(c2ccc(Br)cc2Br)C1=O	91	12	-1.9	-5	-0.3	13	-3	1.2	-13	101
CCc1ccccc1N1CSC2=C(C#N)C(c3cc(OC)c(OC)cc3OC)CC(=O)N2C1 (stereo not drawn)	102	1	2.8	2	-0.1	-10	2	1	10	98
COc1ccc(CNC(=O)C(=O)NCCCn2ccnc2)cc1	104	-2	0.9	-3	-0.3	-7	-2	1.2	7	100
O=C(N/N=C/c1ccc(O)c2ncccc12)c1cccc(Br)c1	83	26	-0.7	2	-0.1	-63	-11	0.78	63*	108
CC(=O)c1c(OCC(=O)O)ccc2c(C)cc(=O)oc12	100	0	2.0	-7	0.0	7	3	1.1	-7	96
CC(=O)Nc1ccc(S(=O)(=O)NCCNc2ccccc2[N+](=O)[O-])cc1	94	12	2.5	2	-0.3	32	9	1	-32	93
Cc1ccccc1NC(=O)CSc1nc(N)c2c3c(sc2n1)CSC(C)(C)C3	101	-6	1.4	-8	-0.6	11	8	0.71	-11	93
Cc1cccc(N2C(=O)c3cccnc3C2=O)c1	97	8	0.2	68*	0.0	10	-2	1	-10	102
CCOC(=O)C1CCN(c2ncnc3c2c(-c2ccccc2)cn3-c2ccccc2)CC1	99	2	1.6	-2	-0.2	-10	14	0.76	10	86
CN(C)c1ccc(C(=O)n2nnc3ccccc32)cc1	94	8	-0.1	81*	-0.1	-6	18	2	6	88
Cn1ncc2c(NNC(=O)c3ccc(O)cc3)ncnc21	104	-4	-0.4	-1	-0.4	33	-2	1.3	-33	99
Cc1ccccc1CSc1ncnc2ccccc12	93	12	-1.4	-6	-0.4	8	-14	1	-8	110
CC(=O)NC(Cc1c[nH]c2ccccc12)C(=O)NCc1ccc2c(c1)OCO2 (stereo not drawn)	105	-6	0.4	-3	-0.4	1	0	1.1	-1	100
O=C(C[n+]1ccccc1)N/N=C/c1ccccc1[N+](=O)[O-]	90	18	1.3	-6	-0.4	6	1	1.2	-6	98
O=C(CCC(=O)N1CCCC1)Nc1nnc(C(F)(F)F)s1	99	4	0.8	-4	0.5	17	-8	1.2	-17	107
CCOc1ccccc1NC(=O)COC(=O)CN(C)S(=O)(=O)c1ccc(C)cc1	92	12	1.7	2	-0.3	12	-2	1.1	-12	102
Cc1cccn2cc(CNc3ccccc3)nc12	98	8	1.1	4	-0.1	17	-25	2.3	-18	123
Cn1ncc(C(N)=O)c1NC(=S)NC(=O)c1ccc(Br)o1	98	2	0.6	-2	0.1	3	4	1.2	-3	96
CCn1cc(CN(C)S(=O)(=O)c2cccc([N+](=O)[O-])c2)cn1	96	10	0.6	-8	-0.2	12	-3	x	-12	101

Screening results: PubChem BioAssay, several laboratories
